Salmonella PhoP GFP – inhibitors of PhoP regulon expression, primary screen, Salmonella Typhimurium, GFP reporter (AID 1863) | S. Typhimurium PhoP-regulated promoter GFP reporter, 4 h; higher % means a stronger effect | inhibition, % at 50 µM, or IC50 in µM where a hit was titrated | actives 0.16% (n = 300,000);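 active = inhibition over 29.93%, a cutoff 3 SD above the screen mean, later confirmed by dose response; inconclusive = inhibition over 29.93% but no dose response follow-up; inactive = inhibition at most 29.93% or unconfirmed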;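 also: 0% = low Mg2+ inducing control and 100% = high Mg2+ repressing control; strong numbers were not always called active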
KOR beta-arrestin-1 – KOR agonists, beta-arrestin recruitment, primary screen, cell-based, luminescence, uHTS (AID 1777) | activation, % at 10 µM; hits with a dose series show EC50 in µM | KOR beta-arrestin recruitment, luminescence; higher % means a stronger effect | actives 0.02% (n = 280,000); in the data active = activation above about 50%, passing the limit was not always enough; also: a part of the inactive calls stands beside numbers as strong as those of hits
HIV peptide binding – inhibitors of HIV fusion peptide binding, primary screen, biochemical, uHTS, fluorescence dequenching (AID 1986); cell-free peptide binding, fluorescence dequenching, 30 min; higher % means a stronger effect; inhibition, % at 20 µM; hits with a dose series show IC50 in µM; actives 0.3% (n = 290,000); in the data active = inhibition mostly above about 52%, no sharp cut-off; inactive = mostly below about 76%; also: some results filed as inactive read as strong as hits
HEK293 NOD2/NF-kB – NOD2 signaling inhibitors, cell-based, luminescence, uHTS, HEK293 (AID 1566); HEK293 NOD2/NF-kB luciferase reporter, luminescence; higher % means a stronger effect; inhibition, % at 4 µM, or EC50 in µM where a hit was titrated; actives 0.63% (n = 290,000); also: many of its hits are not listed in these tables
KOR beta-arrestin-2 – kappa opioid receptor blockers – cell-based, luminescence, uHTS (AID 1778). KOR beta-arrestin recruitment, luminescence, antagonist mode; higher % means a stronger effect. inhibition, % at 10 µM, or IC50 in µM where a hit was titrated. actives 0.091% (n = 290,000); also: strong numbers were not always called active
Myeloid diff MLP – promotes myeloid progenitor differentiation; ER-HoxA9 myeloid progenitors, lysozyme-GFP differentiation, flow cytometry; calls only at 10 µM; actives 1% (n = 360,000);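 active = normalized GFP-positive differentiation at or above the plate's own cutoff, the solvent-only control mean plus 3 SD; inconclusive = no clear call, values can overlap the other calls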;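 also: cells exposed to compound for four days before flow analysis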
LYP inhibition – PTPN22 lymphoid phosphatase activity blockers – biochemical, fluorescence intensity, uHTS (AID 1779); recombinant LYP phosphatase, fluorescence intensity; higher % means a stronger effect; inhibition, % at 11.5 µM; hits with a dose series show IC50 in µM; actives 0.054% (n = 290,000);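 also: plate controls were vehicle with enzyme for no effect and no enzyme for full effect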
SIAH1 antagonists – blockers of Siah-1 interaction with plectin peptide – biochemical, fluorescence polarization, rhodamine-plectin, uHTS, primary screen (AID 1817) | Siah-1 / rhodamine-plectin peptide fluorescence polarization; higher % means a stronger effect | displacement, % at 20 µM; hits with a dose series show IC50 in µM | actives 0.02% (n = 290,000);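 active = displacement of at least 50% at 20 µM, with a fluorescence ratio check between 0.3 and a set limit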;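 also: plate controls were Siah plus tracer with DMSO for no effect and tracer alone without Siah for full effect; strong numbers were not always called active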
NOD1 inhibition – NOD1 signaling inhibitors, primary screen, cell-based, luminescence, uHTS (AID 1578); NOD1-driven NF-kB luciferase reporter cells, luminescence; higher % means a stronger effect; inhibition, % at 4 µM; hits with a dose series show EC50 in µM; actives 1% (n = 290,000); in the data active = inhibition mostly above about 36%, no sharp cut-off; inactive = mostly below about 34%;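 also: HEK-293T reporter cells stimulated with the NOD1 agonist gamma-tri-DAP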
Myeloid diff MLP GFP+ MAC1+ % – further read-out of Myeloid diff MLP, marked with its call; GFP+ MAC1+ double positive, %; measured here: differentiation confirmed by MAC1 staining
An asterisk follows results filed as active; i = inactive; ? = inconclusive; · = not tested or not shown; + = active, no number; [ ] = another dose, or the depositor's remark. Rule as the data show it, unless noted: active = inhibition above about 50%; inactive = the rest. This is a subset; the hit share may differ from the screen's.

structure	Salmonella PhoP GFP	KOR beta-arrestin-1	HIV peptide binding	HEK293 NOD2/NF-kB	KOR beta-arrestin-2	Myeloid diff MLP	Myeloid diff MLP GFP+ MAC1+ %	LYP inhibition	SIAH1 antagonists	NOD1 inhibition
O=C(COC(=O)C1=COCCO1)Nc1ccc(OC(F)F)cc1	-4%	-3.4%	-1.4%	14%	10%	i	0.9	-7%	4%	-25%
Cc1c(N=Cc2ccccn2)c(=O)n(-c2ccccc2)n1C	-7%	1.7%	2.6%	5%	10%	i	0.9	-8%	-1%	-1%
COc1ccc(S(=O)(=O)N2CCC(O)(c3ccc4c(c3)OCO4)CC2)cc1	-1%	-5.2%	-1.1%	8%	10%	i	2.8	-7%	5%	8%
Cc1cc(OCCOCCNCc2ccccc2)ccc1C(C)C	-4%	-5.9%	-1.4%	-2%	-3%[20 µM]	i	0.6	-7%	10%	-20%
Cc1cccc(-n2c(Cc3cc(=O)[nH]c(=O)[nH]3)nnc2SCC(=O)N2CCCCC2)c1	6%	-4.7%	1.1%	-2%	37%	i	1.9	-9%	4%	-9%
COc1cc(CN2CCN(C(c3ccccc3)c3ccccc3)CC2)cc(OC)c1OC	11%	0.9%	-1.2%	12%	-13%[20 µM]	i	0.6	-9%	-3%	57%
Cc1cc(=O)oc2cc(OCC(=O)N3CCCC(C)C3)ccc12 (stereo not given)	-7%	-3.8%	-1.8%	9%	-55%	i	1.2	-12%	-3%	-16%
CCCCNC(=O)CO/N=C(\C)c1cc2ccccc2o1	9%	2.2%	0.6%	-18%	-25%	+	0.7*	-2%	0%	55%
O=c1c2ccccc2c(-c2ccc(Br)cc2)nn1Cc1ccccc1	-10%	0.3%	1.2%	18%	-3%	i	1.0	-6%	1%	34%
O=C(Nc1cnn(Cc2ccc(F)cc2)c1)c1cnn2c(C(F)F)cc(-c3ccccc3)nc12	-9%	0.5%	-0.7%	28%	-31%	i	0.4	1%	-7%	0%
Cc1cc(C)c(C(=O)OCc2csc(CC(=O)Nc3ccccc3C)n2)c(C)c1	-7%	1.8%	2.5%	6%	-11%	i	0.6	-6%	11%	-20%
CC(=O)Nc1ccc(S(=O)(=O)Nc2nccs2)cc1	1%	-7.9%	-1.5%	0%	27%	i	0.2	1%	-4%	-2%
O=C(NN1C(=O)c2ccccc2NC1c1ccccn1)c1ccc(Br)cc1 (stereo not given)	-6%	-3.8%	-2.3%	15%	17%	i	2.4	-2%	0%	-12%
O=S(=O)(Nc1nc2ccccc2nc1NCCN1CCOCC1)c1cccc(Cl)c1	-17%	0.4%	1.5%	20%	13%	i	0.5	-9%	5%	-5%
Cn1c(CS/C(N)=N/N=C/c2ccccc2)c(Br)c(=O)n1-c1ccccc1	1%	-1.4%	1.0%	19%	17%	i	0.5	-2%	1%	-35%
CN1CCC(N(C)C(=O)/C=C/c2cn(-c3ccccc3)nc2-c2cccs2)CC1	-8%	13%	-0.1%	16%	-41%	i	0.9	-9%	-4%	15%
CCCn1nnnc1-c1ccc(Cl)cc1	10%	-3.2%	-1.7%	0%	1%	i	10	-5%	-4%	-4%
C/C(=N/N=C/c1ccc(N(C)C)cc1)c1ccccc1	3%	1.2%	-1.1%	-84%	-25%	i	0.1	-2%	-1%	-50%
Cc1ccc(S(=O)(=O)NCC(=O)NCC(=O)OCC(=O)NC(=O)NC(C)(C)C)cc1C	7%	-0.9%	-0.2%	12%	6%	i	0.3	-8%	7%	-22%
COc1ccc(CCNC(=O)CSc2nc(C)cc(C)n2)cc1OC	9%	-5.8%	0.0%	2%	-10%[20 µM]	i	0.7	-4%	6%	-26%
O=C(Nc1ccc(F)cc1)C1CCCN(c2cnccn2)C1 (stereo not given)	3%	2.1%	-0.6%	10%	-2%	i	0.9	-9%	-4%	2%
O=C1CCN(Cc2ccccc2)CCN1CCO	0%	-1.5%	1.2%	-18%	22%	i	0.8	-10%	4%	-5%
CCC(CC)c1nnc(NC(=O)CCS(=O)(=O)Cc2ccccc2)s1	3%	6.8%	0.8%	9%	-41%	i	1.2	-7%	10%	2%
CC(=O)N1C(=O)N(C(C)=O)C2C1N(C(C)=O)C(=O)N2C(C)=O (stereo not given)	2%	-4.1%	5.2%	9%	-32%	i	0.8	-7%	3%	1%
COC(=O)c1ccc(C)c(NC(=O)C2COc3ccccc3O2)c1 (stereo not given)	-6%	2.1%	-2.4%	-3%	24%	i	0.6	-5%	0%	-18%

The closing three records of the part before lead into the next.
structure	Salmonella PhoP GFP	KOR beta-arrestin-1	HIV peptide binding	HEK293 NOD2/NF-kB	KOR beta-arrestin-2	Myeloid diff MLP	Myeloid diff MLP GFP+ MAC1+ %	LYP inhibition	SIAH1 antagonists	NOD1 inhibition
CCC(CC)c1nnc(NC(=O)CCS(=O)(=O)Cc2ccccc2)s1	3%	6.8%	0.8%	9%	-41%	i	1.2	-7%	10%	2%
CC(=O)N1C(=O)N(C(C)=O)C2C1N(C(C)=O)C(=O)N2C(C)=O (stereo not given)	2%	-4.1%	5.2%	9%	-32%	i	0.8	-7%	3%	1%
COC(=O)c1ccc(C)c(NC(=O)C2COc3ccccc3O2)c1 (stereo not given)	-6%	2.1%	-2.4%	-3%	24%	i	0.6	-5%	0%	-18%
O=C1COc2ccc(C(=O)COC(=O)C3CCN(S(=O)(=O)c4cccs4)CC3)cc2N1	1%	3.4%	-0.9%	2%	4%	i	1.1	1%	6%	-22%
CCOC(=O)C1C(c2ccccc2)NC(=S)NC1(C)O (stereo not given)	-1%	3.1%	0.3%	-4%	-16%	i	0.1	-4%	0%	-13%
O=C(O)c1cccc(NC(=O)c2cccc(S(=O)(=O)N3CCc4ccccc43)c2)c1	-2%	6.1%	13%	-26%	-20%	i	0.5	-2%	-2%	30%
COC(=O)CN(c1ccc(F)cc1)S(=O)(=O)c1ccccc1	12%	-3.0%	1.2%	8%	-24%	i	0.7	-4%	0%	-25%
COC(=O)C1=C(C)NC(=O)C1(Nc1nccs1)C(F)(F)F (stereo not given)	-2%	-2.0%	-2.1%	12%	15%	i	0.7	-3%	2%	·
CCN(CC)C(=O)N1c2ccccc2C=Cc2ccccc21	-4%	1.1%	-0.8%	-24%	11%	i	1.7	-1%	0%	37%
NC(N)=N/N=C/c1ccc(OS(=O)(=O)c2ccccc2)cc1	-1%	-2.1%	-0.7%	12%	-27%	i	0.5	-6%	-6%	-16%
O=c1[nH]c(C2CCCN(S(=O)(=O)c3ccccc3)C2)nc2c1nnn2Cc1ccc(OC(F)(F)F)cc1 (stereo not given)	6%	3.9%	0.2%	0%	-18%	i	0.9	1%	-4%	-13%
COc1ccc(C(=O)NC(=S)N2CCNC(=O)C2)cc1Br	-3%	-11%	-0.5%	20%	-10%[20 µM]	i	0.7	-1%	4%	-10%
O=C1/C(=C/c2ccncc2)CCc2ccccc21	1%	-2.0%	-0.4%	-6%	20%	i	0.3	-5%	8%	12%
CC(C)(C)C(=O)NCCN1CCN(C(=O)C(C)(C)C)CC1	4%	-6.0%	2.3%	4%	11%	i	1.1	-1%	16%	-38%
CC(/C=N/Nc1nnc2c(n1)[nH]c1ccccc12)=C\c1ccco1	-2%	-0.7%	0.0%	-17%	4%	i	5.2	-5%	-2%	-11%
ONC(=Nc1ccccc1Cl)c1ccccc1Cl	-8%	2.3%	-3.0%	-6%	-11%	i	0.6	-12%	-1%	11%
CC(=O)N1CCN(Cc2nc3cc(NS(C)(=O)=O)ccc3n2C)CC1	-9%	1.1%	-2.0%	10%	-8%	i	6.5	-5%	0%	-4%
CCO[C@@H]1OC(C(=O)O)=C[C@H](c2ccc(Br)cc2)[C@H]1CCCO	-9%	0.5%	2.1%	3%	-10%	i	0.0	-8%	-2%	3%
COC(=O)C(Cc1ccccc1)NC(=O)CSc1nc(N)cc(=O)[nH]1 (stereo not given)	-6%	18%	-0.9%	6%	7%	i	0.7	-6%	5%	-21%
COCCn1nnnc1C(c1ccc(Cl)cc1)N1CCSCC1 (stereo not given)	3%	7.6%	4.5%	20%	-20%	i	11	-3%	-1%	11%
COc1cccc2cc(C(=O)CC3(O)C(=O)N(Cc4ccccc4)c4ccccc43)c(=O)oc12 (stereo not given)	-4%	-3.4%	-1.2%	2%	-21%	?	·	-3%	0%	-3%
CCc1nc(N2CCN(C(C)=O)CC2)c(C#N)c2c1COC(C)(C)C2	-7%	0.8%	-2.1%	11%	29%	i	0.9	-7%	1%	-8%
CCCn1c(N)c(NCCN2CCOCC2)c(=O)[nH]c1=O	-11%	-8.4%	3.0%	23%	3%	i	1.0	-3%	9%	-18%
Cn1nnc(NC(=S)NC(=O)c2cc3ccccc3o2)n1	-6%	0.0%	-0.1%	9%	56%	i	0.4	-3%	14%	2%
Cc1ccc(S(=O)(=O)Nc2nnc(C3CCCCC3)s2)cc1	-3%	3.3%	10%	-13%	-38%	i	1.2	-1%	-1%	12%
CCCCNC(=O)c1onc(CSc2cccc(Cl)c2)c1C(=O)O	-8%	-0.8%	11%	-10%	7%	i	1.6	-9%	1%	-30%
O=C(Cc1cnc2ncnn2c1)N1CCc2c([nH]c3ccccc23)C1c1ccccc1F (stereo not given)	-1%	·	0.5%	4%	21%[20 µM]	i	0.2	-7%	5%	-17%
Fc1cccc(Nc2ncnc3sc4c(c23)CCC4)c1	-2%	-0.8%	1.4%	16%	-4%	i	3.4	-7%	4%	2%

structure	Salmonella PhoP GFP	KOR beta-arrestin-1	HIV peptide binding	HEK293 NOD2/NF-kB	KOR beta-arrestin-2	Myeloid diff MLP	Myeloid diff MLP GFP+ MAC1+ %	LYP inhibition	SIAH1 antagonists	NOD1 inhibition
COc1cc(C2CC(=O)c3cnc(NC(C)=O)nc3C2)cc(OC)c1OC (stereo not given)	4%	-3.4%	0.1%	15%	18%	i	0.9	-5%	6%	-13%
COC(=O)c1ccccc1NC(=S)NC(=O)c1ccccc1F	10%	0.2%	2.7%	4%	11%	i	0.3	-3%	7%	18%
O=C(CCc1ccccc1)Nc1nnc(-c2ccc3c(c2)OCCO3)o1	-4%	-1.9%	-0.8%	3%	11%	·	·	-3%	-4%	-6%
Cn1c(-c2nonc2NC(=O)c2ccc(C(C)(C)C)cc2)nc2ccccc21	·	-8.8%	0.8%	13%	0%	·	·	-2%	-1%	-12%
COC(=O)Nc1cccn(Cc2c(Cl)cccc2Cl)c1=O	3%	4.6%	-4.2%	7%	-4%	i	0.9	-7%	-2%	16%
N#C/C(=C\c1cccc(Oc2ccc(C(F)(F)F)cc2[N+](=O)[O-])c1)c1nc2ccccc2[nH]1	-4%	-3.6%	7.0%	4%	28%	i	0.6	-8%	-2%	9%
COCCCn1c(=O)c2ccccc2n(CC(=O)NC2CCCCC2)c1=O	3%	0.7%	0.9%	3%	0%	i	0.7	-6%	16%	-16%

Screening results (PubChem)
